Gli-Sufu block: blocks Gli-Sufu signaling in a luciferase reporter. Sufu-KO-LIGHT fibroblasts, Gli luciferase reporter luminescence. inhibition, % at 5 µM. 0.74% of 340,000 active;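 active = inhibition above about 55%, limit read from the data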;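 also: 0% = DMSO-treated cells and 100% = wells with medium but no cells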
Apaf1 inhib: human Apaf-1 inhibition; 0.71% of 330,000 active; inhibition, % at 20 µM; AID 489030; reconstituted apoptosome caspase-3 activity, DEVD-Rh110 fluorescence; O14727; active = inhibition of at least 40% at 20 µM;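 also: plate controls were DMSO wells for no effect and DEVD-CHO caspase inhibitor wells for full effect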
Target sequence (O14727 whole entry, looked up): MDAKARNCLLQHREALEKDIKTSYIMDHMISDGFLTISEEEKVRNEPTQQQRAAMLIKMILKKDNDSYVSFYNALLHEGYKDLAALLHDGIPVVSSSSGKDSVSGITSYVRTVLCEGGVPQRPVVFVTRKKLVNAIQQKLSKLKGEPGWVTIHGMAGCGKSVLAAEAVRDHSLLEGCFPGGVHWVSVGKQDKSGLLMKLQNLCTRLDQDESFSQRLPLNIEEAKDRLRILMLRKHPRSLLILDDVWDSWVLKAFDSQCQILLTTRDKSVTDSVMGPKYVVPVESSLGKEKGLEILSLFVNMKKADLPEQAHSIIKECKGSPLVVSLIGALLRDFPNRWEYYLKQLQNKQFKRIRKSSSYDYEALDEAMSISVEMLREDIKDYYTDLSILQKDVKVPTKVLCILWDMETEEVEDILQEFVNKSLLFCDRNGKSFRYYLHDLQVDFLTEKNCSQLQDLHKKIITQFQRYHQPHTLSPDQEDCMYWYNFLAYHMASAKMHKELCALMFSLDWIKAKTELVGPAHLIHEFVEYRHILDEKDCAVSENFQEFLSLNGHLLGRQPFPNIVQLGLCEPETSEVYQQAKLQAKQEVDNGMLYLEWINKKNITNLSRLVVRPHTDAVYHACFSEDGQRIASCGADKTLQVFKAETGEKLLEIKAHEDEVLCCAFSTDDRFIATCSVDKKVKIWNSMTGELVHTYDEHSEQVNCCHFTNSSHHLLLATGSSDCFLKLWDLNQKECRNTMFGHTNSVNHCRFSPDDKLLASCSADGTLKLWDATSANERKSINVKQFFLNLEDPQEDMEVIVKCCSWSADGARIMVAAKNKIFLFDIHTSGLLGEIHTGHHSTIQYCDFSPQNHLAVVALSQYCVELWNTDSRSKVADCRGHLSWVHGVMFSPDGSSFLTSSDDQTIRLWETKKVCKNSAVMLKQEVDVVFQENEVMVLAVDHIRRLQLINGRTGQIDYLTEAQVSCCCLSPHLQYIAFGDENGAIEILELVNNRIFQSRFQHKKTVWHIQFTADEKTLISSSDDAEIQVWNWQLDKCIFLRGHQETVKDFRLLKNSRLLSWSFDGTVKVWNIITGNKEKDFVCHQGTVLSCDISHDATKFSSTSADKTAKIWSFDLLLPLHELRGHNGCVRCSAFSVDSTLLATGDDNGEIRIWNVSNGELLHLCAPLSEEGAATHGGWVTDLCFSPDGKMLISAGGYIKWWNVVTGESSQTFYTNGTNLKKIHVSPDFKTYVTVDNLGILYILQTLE
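detection = Rh110 fluorescence intensity | test system = biochemical Apaf-1 apoptosome reconstitution | also added = cytochrome c and DEVD-Rh110 substrate | schedule = 30 min plus 50 min, RT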
UBC13 polyUb: inhibitors of human UBC13 polyubiquitin chain formation. P61088. TR-FRET. inhibition, % at 20 µM. 0.47% of 330,000 active. AID 485273; in the data active = inhibition above about 45%, passing the limit was not always enough
EBI2 antag: EBI2 (human) antagonism; 0.81% of 360,000 active; P32249; inhibition, % at 5 µM; EBI2 beta-arrestin recruitment, luminescence, 7a,25-OHC stimulated; in the data active = inhibition above about 38%;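 also: enzyme fragment complementation signal reports receptor beta-arrestin coupling in cells; 0% = agonist plus DMSO wells and 100% = wells without agonist; some results beyond the cut were filed as inactive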
Jurkat NFkB inh: lowers PMA/ionomycin-induced NF-kB signal in Jurkat cells | AID 435003 | inhibition, % at 4 µM | 0.53% of 330,000 active | PMA/ionomycin-induced NF-kB luciferase reporter, luminescence
697 NFkB inh: lowers PMA/ionomycin-induced NF-kB signal in 697 B cells; 697 B-cell NF-kB luciferase reporter, 16 h; inhibition, % at 4 µM; 0.33% of 330,000 active; in the data active = inhibition above about 35%
SENP8 inh: inhibitors of human SENP8 protease. inhibition, % at 10 µM. purified SENP8, Z-RLRGG-aminoluciferin cleavage, luminescence. AID 2540. 1.2% of 330,000 active
CCR6 antag: blocks CCL20-driven beta-arrestin recruitment at human CCR6; P51684; CHO-K1 CCR6 PathHunter beta-arrestin, luminescence, CCL20-stimulated; inhibition, % at 20 µM; 0.49% of 340,000 active;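 active = compounds whose inhibition of the agonist-driven luminescence signal at 20 µM reaches about 50%, limit read from the data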;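 also: cells stimulated with CCL20 at 14 nM final; plate controls were DMSO with CCL20 for no effect and DMSO without agonist for full effect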
An asterisk follows results filed as active. Rule as the data show it, unless noted: active = inhibition above about 50%; inactive = the rest. The list is partial. The share of hits here may be higher or lower than overall.

For O=C(Nc1cccc(NC(=O)c2cccnc2Cl)c1)c1ccco1 the results were Gli-Sufu block -11, Apaf1 inhib 4, UBC13 polyUb -8, EBI2 antag -3, Jurkat NFkB inh -1, 697 NFkB inh 7, SENP8 inh 1 and CCR6 antag -12.
Screening Cc1cccc(N2CCN(C(=O)c3ccccc3NC(=O)C3=CSCCO3)CC2C)c1 (stereo unspecified) returned Gli-Sufu block -4, Apaf1 inhib 1, UBC13 polyUb 1, EBI2 antag -3, Jurkat NFkB inh -5, 697 NFkB inh 9, SENP8 inh -5 and CCR6 antag 13.
For CCN(CC)CCCC(C)NC1=NCCCCC1 (stereo unspecified) the results were Gli-Sufu block -22, Apaf1 inhib -7, UBC13 polyUb 4, EBI2 antag 0, Jurkat NFkB inh -11, 697 NFkB inh 9, SENP8 inh -8 and CCR6 antag 5.
Screening CCOc1ccc(NC(=O)C2CC(=O)N(C)C(=Nc3ccc4c(c3)OCO4)S2)cc1 (stereo unspecified) returned Gli-Sufu block 0, Apaf1 inhib 9, UBC13 polyUb 3, EBI2 antag 2, Jurkat NFkB inh -10, 697 NFkB inh -11, SENP8 inh 7 and CCR6 antag 8.
CC(=O)N1c2ccc(S(=O)(=O)N3CCC(C(=O)NC4CCCC(C)C4C)CC3)cc2CC1C (stereo unspecified) was read as Gli-Sufu block 2, Apaf1 inhib 10, UBC13 polyUb -6, EBI2 antag -2, Jurkat NFkB inh 2, 697 NFkB inh 4, SENP8 inh -11 and CCR6 antag -17.
`Cc1cc2oc(=O)cc(CSc3nc(N)cc(N)n3)c2cc1C(C)C` gave Gli-Sufu block -89, Apaf1 inhib 3, UBC13 polyUb 8, EBI2 antag 17, Jurkat NFkB inh 0, 697 NFkB inh 19, SENP8 inh 1 and CCR6 antag 12.
For COc1ccccc1-c1noc(CSc2nc(N)cc(=O)[nH]2)n1 the results were Gli-Sufu block -3, Apaf1 inhib -1, UBC13 polyUb 6, EBI2 antag -7, Jurkat NFkB inh -14, 697 NFkB inh -9, SENP8 inh 2 and CCR6 antag -3.
For CC(=O)C(C)Sc1nnc(-c2ccccc2F)n1C1CC1 (stereo unspecified) the results were Gli-Sufu block 10, Apaf1 inhib 6, UBC13 polyUb -9, EBI2 antag -9, Jurkat NFkB inh -9, 697 NFkB inh 1, SENP8 inh -5 and CCR6 antag 2.
For CCOC(=O)c1c(C)[nH]c(C)c1S(=O)(=O)NCCc1ccco1 the results were Gli-Sufu block -10, Apaf1 inhib -2, UBC13 polyUb 2, EBI2 antag 7, Jurkat NFkB inh -1, 697 NFkB inh -19, SENP8 inh -6 and CCR6 antag 0.
`Cc1cc(C)cc(NC(=O)Cn2nnc(C(=O)NCc3cccs3)c2N)c1` gave Gli-Sufu block 47, Apaf1 inhib 14, UBC13 polyUb 3, EBI2 antag -4, Jurkat NFkB inh 3, 697 NFkB inh 8, SENP8 inh 13 and CCR6 antag 16.
`CCOC(=O)c1cnc(SCC(=O)Nc2ccc3c(c2)OCCO3)nc1N` gave Gli-Sufu block -1, Apaf1 inhib -3, UBC13 polyUb 4, EBI2 antag -6, Jurkat NFkB inh 19, 697 NFkB inh 0, SENP8 inh -1 and CCR6 antag 1.
Screening CC(=O)N1CCN=C1SCc1ccc(Cl)cc1 returned Gli-Sufu block -4, Apaf1 inhib 11, UBC13 polyUb -1, EBI2 antag -8, Jurkat NFkB inh -5, 697 NFkB inh -14, SENP8 inh -4 and CCR6 antag 6.
For CC(C)C(Sc1nc(-c2ccccc2)cc(-c2ccccc2)c1C#N)C(=O)O (stereo unspecified) the results were Gli-Sufu block -2, Apaf1 inhib 9, UBC13 polyUb 0, EBI2 antag -13, Jurkat NFkB inh 6, 697 NFkB inh 3, SENP8 inh 4 and CCR6 antag 8.
Screening O=C(NC(Cc1ccccc1)C(=O)O)/C(=C\c1ccco1)NC(=O)c1ccccc1Br (stereo unspecified) returned Gli-Sufu block -1, Apaf1 inhib -5, UBC13 polyUb -3, EBI2 antag -6, Jurkat NFkB inh -8, 697 NFkB inh 18, SENP8 inh 1 and CCR6 antag 6.
For Cc1ccc(C)c(S(=O)(=O)N2CCCCC2CCNC(=O)C(=O)NC2CC2)c1 (stereo unspecified) the results were Gli-Sufu block 0, Apaf1 inhib 11, UBC13 polyUb 1, EBI2 antag 1, Jurkat NFkB inh 3, 697 NFkB inh 20, SENP8 inh 24 and CCR6 antag -2.
Cc1cc(=O)[nH]c(SCC(=O)Nc2ccc(S(=O)(=O)N3CCCCC3)cc2)n1 was read as Gli-Sufu block 7, Apaf1 inhib -3, UBC13 polyUb -1, EBI2 antag 3, Jurkat NFkB inh -8, 697 NFkB inh 10, SENP8 inh -8 and CCR6 antag -1.
Cc1ccc(C(=O)N/N=C/c2cc(Br)ccc2O)cn1 was read as Gli-Sufu block 19, Apaf1 inhib -6, UBC13 polyUb -20, EBI2 antag -4, Jurkat NFkB inh 9, 697 NFkB inh -7, SENP8 inh -16 and CCR6 antag 35.
Cc1occc1-c1nnc(SCC(=O)Nc2ccccn2)o1 was read as Gli-Sufu block -6, Apaf1 inhib -16, UBC13 polyUb 6, EBI2 antag -8, Jurkat NFkB inh -69, 697 NFkB inh -8, SENP8 inh -4 and CCR6 antag -2.
O=c1c2c3c(sc2n(CCN2CCCC2)c(=O)n1Cc1ccco1)CCCCC3 was read as Gli-Sufu block 9, Apaf1 inhib 13, UBC13 polyUb 8, EBI2 antag 7, Jurkat NFkB inh 5, 697 NFkB inh -7, SENP8 inh 6 and CCR6 antag 21.
CCc1nn(C)c(N)c1C was read as Gli-Sufu block 2, Apaf1 inhib -7, UBC13 polyUb -3, EBI2 antag -2, Jurkat NFkB inh -2, 697 NFkB inh -4, SENP8 inh -1 and CCR6 antag 2.
`O=C(NCCCl)Nc1ccccc1NS(=O)(=O)c1cccs1` gave Gli-Sufu block 7, Apaf1 inhib 3, UBC13 polyUb -8, EBI2 antag 0, Jurkat NFkB inh -10, 697 NFkB inh -15, SENP8 inh -3 and CCR6 antag 0.
CCN1CCN(C(=O)C(C)Sc2nnc3nc(C)cc(C)n23)CC1 (stereo unspecified) was read as Gli-Sufu block 4, Apaf1 inhib 2, UBC13 polyUb 5, EBI2 antag -2, Jurkat NFkB inh -6, 697 NFkB inh 5, SENP8 inh 3 and CCR6 antag 7.
Screening CC(C)Nc1nnc(SCC(=O)c2c[nH]c3ccccc23)s1 returned Gli-Sufu block 7, Apaf1 inhib 3, UBC13 polyUb 10, EBI2 antag -6, Jurkat NFkB inh 5, 697 NFkB inh -12, SENP8 inh -9 and CCR6 antag 4.
O=C1c2ccccc2CN1c1ccccc1 was read as Gli-Sufu block -50, Apaf1 inhib -14, UBC13 polyUb -3, EBI2 antag -11, Jurkat NFkB inh -47, 697 NFkB inh -68, SENP8 inh 9 and CCR6 antag 5.
`CCc1ccc(NC(=O)CN2C(=O)CC(C)S(=O)(=O)c3ccccc32)cc1` (stereo unspecified) gave Gli-Sufu block 1, Apaf1 inhib 3, UBC13 polyUb 1, EBI2 antag -3, Jurkat NFkB inh -10, 697 NFkB inh -10, SENP8 inh -11 and CCR6 antag -5.
Screening Cc1nn(C)c(Oc2cccc(Cl)c2)c1C(=O)O returned Gli-Sufu block 3, Apaf1 inhib -4, UBC13 polyUb 3, EBI2 antag -2, Jurkat NFkB inh -8, 697 NFkB inh 6, SENP8 inh 1 and CCR6 antag 5.
For O=C(N1CCOCC1)N1CCc2ccccc21 the results were Gli-Sufu block 3, Apaf1 inhib -8, UBC13 polyUb -4, EBI2 antag 0, Jurkat NFkB inh -14, 697 NFkB inh -46, SENP8 inh 13 and CCR6 antag 2.
`O=[N+]([O-])c1ccc(O)c(/C=N/n2c(-c3ccccc3)n[nH]c2=S)c1` gave Gli-Sufu block 20, Apaf1 inhib -1, UBC13 polyUb -5, EBI2 antag -4, Jurkat NFkB inh 9, 697 NFkB inh 14, SENP8 inh -6 and CCR6 antag 13.
For CC(=O)Nc1ccc(Oc2ccc3c(c2)C(=O)NC3=O)cc1 the results were Gli-Sufu block -14, Apaf1 inhib 2, UBC13 polyUb -5, EBI2 antag 0, Jurkat NFkB inh 0, 697 NFkB inh -6, SENP8 inh -4 and CCR6 antag 0.
Screening N#Cc1cc(-c2ccccc2)nnc1Oc1ccccc1Cl returned Gli-Sufu block 0, Apaf1 inhib 5, UBC13 polyUb 2, EBI2 antag 9, Jurkat NFkB inh 10, 697 NFkB inh -4, SENP8 inh -12 and CCR6 antag 1.

Filtered by structure: the compounds so far containing a thiophene ring, fused or not.
`Cc1cc(C)cc(NC(=O)Cn2nnc(C(=O)NCc3cccs3)c2N)c1` gave Gli-Sufu block 47, Apaf1 inhib 14, UBC13 polyUb 3, EBI2 antag -4, Jurkat NFkB inh 3, 697 NFkB inh 8, SENP8 inh 13 and CCR6 antag 16.
O=c1c2c3c(sc2n(CCN2CCCC2)c(=O)n1Cc1ccco1)CCCCC3 was read as Gli-Sufu block 9, Apaf1 inhib 13, UBC13 polyUb 8, EBI2 antag 7, Jurkat NFkB inh 5, 697 NFkB inh -7, SENP8 inh 6 and CCR6 antag 21.
`O=C(NCCCl)Nc1ccccc1NS(=O)(=O)c1cccs1` gave Gli-Sufu block 7, Apaf1 inhib 3, UBC13 polyUb -8, EBI2 antag 0, Jurkat NFkB inh -10, 697 NFkB inh -15, SENP8 inh -3 and CCR6 antag 0.

Next part.
`C=C(C)C(=O)Nc1cccc(C2=NOC3(C2)C[C@@H](C(N)=O)N(C(=O)c2cc([N+](=O)[O-])cc([N+](=O)[O-])c2)C3)c1` (stereo partly specified) gave Gli-Sufu block 2, Apaf1 inhib -39, UBC13 polyUb -28, EBI2 antag -29, Jurkat NFkB inh 12, 697 NFkB inh -1, SENP8 inh 12 and CCR6 antag -9.
`O=C(OCc1ccccc1)/C(=C(\O)c1ccccc1Br)c1ccc(-c2ccccc2)cn1` gave Gli-Sufu block 12, Apaf1 inhib 5, UBC13 polyUb -11, EBI2 antag 10, Jurkat NFkB inh -6, 697 NFkB inh 19, SENP8 inh -3 and CCR6 antag 4.
Cc1ccnc(NS(=O)(=O)Cc2ccccc2)c1 was read as Gli-Sufu block -4, Apaf1 inhib 8, UBC13 polyUb -6, EBI2 antag -1, Jurkat NFkB inh 12, 697 NFkB inh -39, SENP8 inh 4 and CCR6 antag -4.
O=[N+]([O-])c1nn(-c2ccc3c(c2)OCCO3)n(O)c1=NC1CCCCCC1 was read as Gli-Sufu block 19, Apaf1 inhib 16, UBC13 polyUb -24, EBI2 antag -20, Jurkat NFkB inh -37, 697 NFkB inh -131, SENP8 inh -1 and CCR6 antag -7.
Cc1ccc(CC(=O)Nc2nc3ccccc3[nH]2)cc1C was read as Gli-Sufu block 2, Apaf1 inhib -4, UBC13 polyUb 2, EBI2 antag -10, Jurkat NFkB inh -14, 697 NFkB inh -33, SENP8 inh 1 and CCR6 antag 5.
O=C1C2CCCN2C(c2ccc(Br)cc2)N1c1ccc(F)cc1 (stereo unspecified) was read as Gli-Sufu block -2, Apaf1 inhib -5, UBC13 polyUb 5, EBI2 antag -1, Jurkat NFkB inh -13, 697 NFkB inh -1, SENP8 inh -5 and CCR6 antag 11.
`COc1ccc2oc(C(=O)OCC(=O)NC3CCCCC3)c(C)c2c1` gave Gli-Sufu block -20, Apaf1 inhib 11, UBC13 polyUb -1, EBI2 antag 1, Jurkat NFkB inh -2, 697 NFkB inh -2, SENP8 inh -13 and CCR6 antag 5.
For Cc1cccc(C(=O)NCCNc2nc3cc(C)c(C)cc3cc2C)c1 the results were Gli-Sufu block 28, Apaf1 inhib 10, UBC13 polyUb 24, EBI2 antag 8, Jurkat NFkB inh 4, 697 NFkB inh -22, SENP8 inh -1 and CCR6 antag -23.
Screening CN(C(=O)COC(=O)c1cc(=O)[nH]c2ccccc12)C1CCCCC1 returned Gli-Sufu block -12, Apaf1 inhib 4, UBC13 polyUb 6, EBI2 antag -11, Jurkat NFkB inh -4, 697 NFkB inh -34, SENP8 inh -1 and CCR6 antag 12.
Screening O=C1CCN(CCc2ccccc2)CCN1CCSc1ccc(Br)cc1 returned Gli-Sufu block -26, Apaf1 inhib 22, UBC13 polyUb 18, EBI2 antag 28, Jurkat NFkB inh 2, 697 NFkB inh 12, SENP8 inh -8 and CCR6 antag 11.
